GAA glycogen mod – inhibitors or activators of human alpha-glucosidase glycogen cleavage; recombinant GAA, glycogen substrate, Amplex Red glucose oxidase fluorescence; P10253; Potency, µM (series often up to 76.4 µM), for inactives: at the highest dose activity change, negative = inhibition, hits mostly inhibitors; 300,000 compounds, 0.38% hits;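 also: 0% = full enzyme reaction and -100% = no-enzyme basal signal; the screen sought inhibitors and activators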
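qHTS, 1536-well; enzyme 4 nM final; cpd up to 77 uM; substrate bovine liver glycogen 30 ug; 50 mM citrate/phosphate pH 5.0, 0.01% Tween-20; 37 C, 40 min; Amplex Red detection 45 min RT; Hill fit → AC50.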
ALDH1A1 inh – ALDH1A1 (human) enzyme inhibition | Purified ALDH1A1, NADH fluorescence, propionaldehyde substrate | Potency, µM (titrated, usually from 75.3 µM), for the others: at the highest dose activity, negative = inhibition, most hits filed as inhibitors | 220,000 compounds, 7.3% hits | AID 1030; active = well fitted inhibition curve with a large enough effect, not every such curve was filed as active; inconclusive = small, poorly fitted or top-dose-only effect, or another doubt; inactive = no such curve, though single readings can be large or run the other way;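 also: plate controls were no enzyme wells and a reference inhibitor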
Target sequence (P00352 whole entry, looked up): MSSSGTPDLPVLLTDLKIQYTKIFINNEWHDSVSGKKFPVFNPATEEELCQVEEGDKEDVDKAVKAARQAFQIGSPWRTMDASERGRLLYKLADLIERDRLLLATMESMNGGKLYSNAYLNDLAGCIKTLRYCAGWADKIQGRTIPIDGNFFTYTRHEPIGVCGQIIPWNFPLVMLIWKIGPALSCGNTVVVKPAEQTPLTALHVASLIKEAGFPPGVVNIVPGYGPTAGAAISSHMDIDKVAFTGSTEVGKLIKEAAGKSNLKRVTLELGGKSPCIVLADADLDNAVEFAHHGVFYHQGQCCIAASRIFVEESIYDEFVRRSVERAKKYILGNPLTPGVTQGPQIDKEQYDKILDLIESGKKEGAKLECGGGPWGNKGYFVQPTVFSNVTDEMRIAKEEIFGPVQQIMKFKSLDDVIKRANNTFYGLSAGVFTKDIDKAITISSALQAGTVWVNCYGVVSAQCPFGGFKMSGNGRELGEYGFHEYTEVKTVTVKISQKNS
aGlu spleen mod – lysosomal alpha-glucosidase (human) modulation | 240,000 compounds, 0.006% hits | Potency, µM (highest dose often 79.9 µM), without a hit: at the highest dose activity change, negative = inhibition, actives largely listed as inhibitors | AID 2112 | human spleen homogenate, 4-MU-alpha-glucoside fluorescence;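 also: 0% = enzyme with vehicle and -100% = no enzyme basal signal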
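AC50 values come from Hill-equation fits of concentration-response data, normalized to no-enzyme and full-activity controls. Enzyme source: 1 ug human spleen homogenate; 1 mM fluorogenic 4-MU glucoside, pH 5.0 citrate buffer, 37 C, 40 min.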
GAA inhib – alpha-glucosidase (human) inhibition. purified human GAA, 4-MU-alpha-glucoside fluorescence. Potency, µM (doses to about 76.9 µM), for the others: top-dose activity change, negative = inhibition, most hits filed as inhibitors. AID 1466. 200,000 compounds, 0.005% hits;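 also: plate controls were uninhibited enzyme wells for no effect and no-enzyme background for full effect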
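Endpoint fluorogenic read: 20 min room-temperature reaction of 4 nM human alpha-glucosidase with 400 uM 4-methylumbelliferyl-alpha-D-pyranoside, pH 5.0, quenched with 1M NaOH/1M glycine pH 10. AC50 from Hill modeling.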
SMN2 splice up – SMN2 splice variant enhancement | HEK293 SMN2-luciferase splicing reporter, luminescence, 30-36 h | 210,000 compounds, 2.8% hits | Potency, µM (titrated, usually from 46.1 µM), inactives show at the top dose activity change, positive = activation, usual class: activators | AID 1458; also: % of control where 0% means no effect; nearly all actives have a fitted effect of over 55% in size
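qHTS luciferase splicing reporter: luminescence rises when SMN2 exon 7 is included in transfected HEK293 cells. Compound exposure lasted 30-36 h at 37C, with 4.5 mM final sodium butyrate as control, followed by a ONE-Glo read.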
GoLoco inh red – RGS12 GoLoco-Gai1 interaction inhibition; Potency, µM (titrated, usually from 61.6 µM), for inactives: top-dose activity, negative = inhibition, actives largely listed as inhibitors; P63096; Gai1:RGS12 GoLoco peptide FP, rhodamine, 10 min; 230,000 compounds, 0.44% hits; AID 880; active = well fitted inhibition curve with a large enough effect, not every such curve was filed as active; inactive = no such curve, though single readings can be large or run the other way; also: % is scaled to controls: 0 for no effect and ±100 for the full control effect; nearly all actives have a fitted effect of over 30% in size; many of its hits are not listed in these tables
KDM4E inh – JMJD2E (human) inhibition. AID 2147. Potency, µM (series often up to 57.1 µM), for inactives: at the top dose activity change, negative = inhibition, actives largely listed as inhibitors. 230,000 compounds, 1.6% hits. B2RXH2. JMJD2E catalytic domain, FDH-coupled NADH fluorescence (FDH is formaldehyde dehydrogenase); active = well fitted inhibition curve with a large enough effect, not every such curve was filed as active; inconclusive = small, poorly fitted or top-dose-only effect, or another doubt; inactive = no such curve, though single readings can be large or run the other way;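 also: 0% = wells with enzyme and -100% = buffer wells without enzyme; nearly all actives have a fitted effect of over 50% in size; many of its hits are not listed in these tables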
GLA spleen mod – inhibitors or activators of human alpha-galactosidase in spleen homogenate; 240,000 compounds, 0.008% hits; AID 2107; Potency, µM (series often up to 80 µM), inactives show at the top dose activity change, negative = inhibition, most hits filed as inhibitors; human spleen homogenate, 4MU-alpha-Gal fluorescence, 40 min; P06280;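 also: 0% = enzyme with vehicle and -100% = no enzyme basal signal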
Target sequence (P06280 32-429 limits assumed): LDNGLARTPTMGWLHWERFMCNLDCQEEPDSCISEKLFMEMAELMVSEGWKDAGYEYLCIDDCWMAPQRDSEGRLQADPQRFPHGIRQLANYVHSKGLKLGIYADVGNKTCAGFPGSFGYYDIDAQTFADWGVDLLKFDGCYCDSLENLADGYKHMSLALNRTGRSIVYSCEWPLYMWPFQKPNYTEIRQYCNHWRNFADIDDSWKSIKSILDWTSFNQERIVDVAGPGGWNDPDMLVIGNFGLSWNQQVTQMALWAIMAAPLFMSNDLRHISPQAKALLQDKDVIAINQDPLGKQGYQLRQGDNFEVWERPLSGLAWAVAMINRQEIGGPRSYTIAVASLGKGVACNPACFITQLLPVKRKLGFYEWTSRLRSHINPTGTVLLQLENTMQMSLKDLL
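qHTS titration in buffer at pH 5.0. Alpha-galactosidase activity in spleen homogenate was measured via 4-methylumbelliferone release from 1 mM fluorogenic substrate after 40 min at 37C and a pH 10 stop. AC50 came from Hill fits of control-normalized data.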
Starred values were filed as active, the others as inactive; ? = inconclusive; . = not tested or not shown; [ ] = another dose, or the depositor's remark. Unless noted, calls follow the shape of the dose curve; as a rule, active = well fitted curve in the direction sought with a large enough effect; inconclusive = small, poorly fitted or top-dose-only effect, or another doubt; inactive = no such curve, though single readings can be large; an effect the other way counts as inactive or inconclusive. Potency is read from the fitted curve at half-maximal effect.

Below each SMILES – GLA spleen mod, GAA inhib, KDM4E inh, GAA glycogen mod, aGlu spleen mod, ALDH1A1 inh, SMN2 splice up, GoLoco inh red
- CC(=O)Nc1nc2cc3c(cc2s1)OCO3
    2%, -3%[15.4 µM], 1%, -7%, 1%, 16%, ?, 4%
- COc1ccc(C/C(C)=N\NC(=O)c2cn(C)c3ccccc23)cc1OC
    4%, ., 13%, -16%, 2%, ., ., 3%
- O=C(c1ccco1)N1C2C=CC(C2)C1(C(F)(F)F)C(F)(F)F (stereo not given)
    4%, 1%, 3%, 3%, -3%, -8%, 4%, -4%
- CCc1ccc(NC(=O)C2CCCCC2C(=O)O)cc1 (stereo not given)
    0%, 11%, -3%, 7%, -2%, 0%, -1%, 5%
- COc1ccc(S(=O)(=O)CCC(=O)N(C)c2ccc(OC)cc2OC)cc1
    -2%, 6%, 11%, 1%, -6%, -4%, 2%, -18%
- S=C(NN=C1C2CC3CC(C2)CC1C3)Nc1ccccc1
    5%, 5%, -9%, ?, 1%, ?, -12%, 6%
- C/C(=N\NC(=O)CSCc1ccccc1Br)c1cccc([N+](=O)[O-])c1
    -3%, ?, 2%, -2%, -2%, ?, -39%[inhibitor], 0%
- COc1ccc(Nc2ncccc2C(=O)O)cc1
    1%, -1%, 4%, 0%, -2%, ?, -7%, -12%
- CC12C(=O)N(n3cnnc3)C(=O)C1C1C=CC2C1 (stereo not given)
    2%, 0%, 2%, 7%, -5%, 3%, 12%, 3%
- CCOC(=O)c1c(-c2ccc(OC)cc2)csc1NC(=O)C1CCCO1 (stereo not given)
    2%, -6%, ?, 4%, 6%, 8.9µM*, ., -2%
- COC(=O)c1cccc(NC(=S)NC(C)C)c1
    -9%, -6%, -14%, 1%, -1%, 7%, ., 13%
- COc1ccc(NC(=S)N2CCN(c3ncccn3)CC2)c(OC)c1
    0%, ., -1%, -9%, -1%, ., ., 10%
- COCc1cc(=O)[nH]c(/N=C(\N)Nc2cccc(C)c2)n1
    4%, 8%, 3%, 16%, 3%, 3%, -4%, 3%
- Cc1ccc(S(=O)(=O)N(C)CC(=O)OCC(=O)N2CCN(c3ccccc3)CC2)cc1
    -13%, -7%, -5%, 5%, -4%, ?, -8%[1.84 µM], -25%
- CCOC(=O)C1CCCN(C(=O)CCn2nc(-c3ccccc3)ccc2=O)C1 (stereo not given)
    0%, -2%, -12%, -16%, -2%, 5%, 18%, 4%
- COc1ccc(/C=N/NC(=O)CNS(=O)(=O)c2ccc(C)cc2)cc1
    7%, -5%, 0%, -5%, 3%, 6%, ., 7%
- CCNC(=O)c1ccccc1-c1nc(-c2ccccc2)no1
    2%, ., 2%, 0%, -4%, ., ., 2%
- CC1Cc2ccccc2N1C(=S)NC(=O)C1(C)CC1(Cl)Cl (stereo not given)
    0%, -7%, -2%, -4%, -7%, 4%, 24%, 2%
- C/C(=N\NC(=O)c1ccc(F)cc1)c1cccc(NC(=O)c2ccco2)c1
    0%, 0%, 1%, -4%, -10%, 18%, 3%, -3%
- Cc1ccc(S(=O)(=O)c2cc(OC(=O)c3ccco3)ccc2OC(=O)c2ccco2)cc1
    0%, 2%, -2%, -12%, 6%, 0%, -10%, 6%
- COc1ccccc1NS(=O)(=O)c1ccc(O)c(C(=O)OCC(=O)Nc2ccccc2F)c1
    -3%, 3%, ?, -11%, -11%, ?, 5%, 6%
- CCCCNC(=O)NC1C(NC(=O)NCCCC)N(C)C(=O)N1C (stereo not given)
    -4%, 5%, 1%, -2%, -4%, 8%, 1%, 8%
- O=C(COc1ccccc1)N1CCCC1
    9%, -10%, -5%, 6%, ., 9%, 4%, 5%
- O=C1CC(c2nc3ccccc3[nH]2)CN1c1ccccc1F (stereo not given)
    -1%, -5%, 11%, 0%, -3%, 2%, 6%, -8%
- Cc1nc(-c2ccc(Cl)cc2)sc1C1(C)CC(c2cccnc2)=NO1 (stereo not given)
    5%, ., -6%, 0%, 3%, ., ., 14%
- O=C1c2cccc3cc([N+](=O)[O-])cc(c23)C(=O)N1c1ccccc1O
    -8%, 12%, -4%, 19%, -4%, -3%, -12%, 37%[activator]
- COc1ccccc1N(/N=C1\Sc2ccccc2C1=O)C(C)=O
    6%, ., 4%, 0%, 0%, ., ., 19%
- CCOC(=O)c1c(C(F)(F)F)cc(-c2ccc(F)cc2)nc1C
    9%, 2%, 4%, -4%, 7%, 32%[activator], -9%, -4%
- Cc1ccc2cc3cc(C(=O)NCCN4CCOCC4)oc3nc2c1
    4%, 1%, ?, 6%, -5%, ?, -40%[inhibitor], 13%
- CCCN1C/C(=C/c2cccc([N+](=O)[O-])c2)C(=O)/C(=C/c2cccc([N+](=O)[O-])c2)C1
    -14%, -7%, -1%, 8%, -1%, 20µM*, ., -5%
- O=C(/C=C/c1cn(-c2ccccc2)nc1-c1ccccc1)Nc1ccc(C(=O)O)cc1
    4%, -1%, -10%, 4%, -3%, 1%, ., 14%
- O=C(Nc1ccc(Cl)cc1)c1cc(S(=O)(=O)N2CCOCC2)cs1
    -5%, 2%, -4%, -10%, -7%, -1%, -65%[inhibitor], -5%
- CCOC(=O)COc1ccc(S(=O)(=O)Nc2cccc(SC)c2)cc1
    1%, -8%, 0%, -2%, 2%, 2%, 13%, 1%
- COc1ccc(-c2nnc(NC(=O)c3cc(Cl)ccc3Cl)o2)cc1
    -5%, -4%, ?, -7%, -6%, 20%, -15%, 9%
- CC(C)CCN1CCN(Cc2cnc(-c3ccccc3)s2)CC1CCO (stereo not given)
    -3%, 0%, -18%, 10%, -3%, 11%, ., 16%
- Cc1ccncc1C(N)=O
    -14%, ., 5%, -2%, -4%, ., ., 10%
- CC(C)n1cc(/C=C2/SC(=O)N(CC(=O)Nc3ccc4c(c3)OCO4)C2=O)c2ccccc21
    -4%, 0%, 1%, 9%, 4%, 2%, -12%, 20%
- C/C(=N\Nc1cc(-c2ccccc2)nc(-c2ccccc2)n1)c1ccc(O)c(C)c1
    3%, -2%, -4%, -23%, -6%, -1%, ., 1%
- COc1ccc(CNC(=O)CN(C(=O)CCC(=O)Nc2ccccn2)c2ccccc2OC)cc1
    -13%, 6%, 2%, -2%, -4%, ?, ., .
- CC(=O)Nc1nc(C)c(-c2csc(Nc3cccc([N+](=O)[O-])c3)n2)s1
    8%, -2%, 8%, 6%, -15%, -4%, -33%[inhibitor], -3%
- COc1cc(C(=O)NNC(=S)Nc2ccc(S(N)(=O)=O)cc2)cc(OC)c1OC
    2%, 5%, 0%, ?, 5%, 10µM*, -4%, -4%
- Cn1c(=O)c2c(nc(SCCN3CCOCC3)n2Cc2ccc(F)cc2)n(C)c1=O
    7%, ?, 0%, -11%, -3%, -18%, 13%, -1%
- O=C(CCc1nc(-c2ccccc2F)no1)NC1CCCCC1
    7%, -4%, 5%, 4%, -3%, -6%, 12%, 0%
- C[C@@](O)(/C=C/[C@H]1CC=CC(=O)O1)[C@@H](C[C@@H](O)\C=C/C=C\C=C\CO)OP(=O)(O)O
    -4%[17.5 µM], ., ., ., 2%[17.4 µM], 6%[13.5 µM], ., -5%[14.2 µM]
- Cc1ccc(S(=O)(=O)N(C)CCCC(=O)NC(C)(C)C)cc1
    -4%, ?, 1%, 18%, -3%, -5%, -6%, 5%
- COc1cccc(-c2nc(-c3ccccn3)no2)c1OC
    -7%, 1%, 1%, 3%, -6%, ?, 13µM*, 15%
- CCN(CC)c1ccc(NC(=O)CSc2nnc(N)s2)cc1C
    2%, -3%, -1%, 9%, -12%, -2%, -21%, -7%
- O=C(c1csnn1)N1CCC2(CC1)CN(c1ncccn1)C2
    0%, ., ., ., 1%, ?, -6%, 1%
- COC(C(=O)Nc1ccc(Cl)cc1C)c1ccccc1 (stereo not given)
    3%, -2%, 0%, 0%, 4%, -2%, -3%, -26%
- O=C1Nc2ccc(Br)cc2/C1=C/C1CC=CCC1 (stereo not given)
    -1%, -5%, -11%, -9%, 5%, -10%, -43%[inhibitor], 9%
- Cn1nc(-c2ccc(N3CCOCC3)c(NS(=O)(=O)c3ccc(Cl)cc3)c2)c2ccccc2c1=O
    -5%, 2%, 14%, 1%, -9%, -10%, 31%, 5%
- Cn1c(=O)c2c(nc(NCc3ccco3)n2CC(O)CO)n(C)c1=O (stereo not given)
    2%, 13%, -5%, -3%, -2%, 5%, ., 14%
- CCOc1ccc(Cn2nnc(C(=O)Nc3cc(OC)cc(OC)c3)c2N)cc1
    -1%, -9%, 219%, 6%, -11%, -2%, -5%, 6%
- CCOn1c(SC(C)C)nc2ccccc2c1=O
    -2%, 0%, -7%, 10%, 2%, ?, 10%, -7%
- CC(C)c1ccc(CN2CC(C(=O)Nc3ccccc3)CC2=O)cc1 (stereo not given)
    -2%, 1%, -1%, 8%, 2%, -14%, 1%, 4%
- COc1cc(/C=C/CO)cc(OC)c1O[C@@H]1O[C@H](CO)[C@@H](O)[C@H](O)[C@H]1O
    2%, 4%, -6%, 5%, -1%, 8%, 11%, 3%
- c1ccc(-c2oc3ncnc(NCCCN4CCOCC4)c3c2-c2ccccc2)cc1
    -2%, 0%, ?, -3%, 1%, ?, -15%, 11%
- Cc1ccc(NC(=O)c2cc(-c3ccc(F)cc3)on2)cc1C
    -8%, 1%, 3%, -6%, -25%, 0%, -1%, -6%
- CC(C)(C)C(=O)Nc1sc2c(c1C#N)CCC2
    -2%, 1%, 2%, 1%, 1%, 3%, -6%, 11%
- CCOC(=O)c1c(N)nn(C(=O)c2ccccc2F)c1-c1ccc(OC)cc1
    -1%, 0%, -6%, 3%, -4%, ?, 15%, 0%
- Cc1ccc(C(=O)Nc2ccccc2C(=O)NC2CCCCC2)cc1S(=O)(=O)N1CCOCC1
    6%, -6%, ?, 1%, 8%, 6%, -11%, 10%
- CCCN1C(=O)SC(CC(=O)Nc2ccc(C)cc2)C1=O (stereo not given)
    2%, ?, -3%, 2%, -10%, 22µM*, -2%, 78%[activator]
- Cn1cccc1CC(=O)NNC(=S)Nc1ccccc1Cl
    2%, 0%, 0%, 8%, 4%, ?, 0%, -3%

Screening results: PubChem, National Center for Advancing Translational Sciences (NCATS)

Some of the compounds tested (hit frequency here may not be typical).
